Screening data (PubChem)
GLA spleen mod = alpha-galactosidase A (human) modulation. P06280. human spleen homogenate, 4MU-alpha-Gal fluorescence, 40 min. Potency, µM (titrated, usually from 80 µM), for the others: top-dose activity change, negative = inhibition, usual class: inhibitors. actives 0.008% (n = 240,000);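 further: 0% = enzyme with vehicle and -100% = no enzyme basal signal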
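Human spleen homogenate (1 ug) was the enzyme source, with 4-methylumbelliferyl-alpha-D-galactopyranoside (1 mM final) in pH 5.0 citrate buffer with 0.01% Tween-20. Compounds were titrated; after 40 min at 37C, NaOH/glycine stop, 4-MU fluorescence read; AC50 from Hill fits.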
GAA glycogen mod = inhibitors or activators of human alpha-glucosidase glycogen cleavage | P10253 | recombinant GAA, glycogen substrate, Amplex Red glucose oxidase fluorescence | Potency, µM (highest dose often 76.4 µM), for the others: at the top dose activity change, negative = inhibition, hits mostly inhibitors | actives 0.38% (n = 300,000) | AID 2100;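 further: 0% = full enzyme reaction and -100% = no-enzyme basal signal; the screen sought inhibitors and activators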
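Recombinant human enzyme (4 nM); glycogen substrate; 37 C, 40 min, pH 5.0. Readout: coupled glucose oxidase/Amplex Red fluorescence.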
NPSR antag = antagonists of human neuropeptide S receptor cAMP signaling | Potency, µM (top dose mostly 38.3 µM), for inactives: at the highest dose activity change, negative = inhibition, usual class: inhibitors | AID 1461 | actives 1% (n = 220,000) | CHO-NPSR cells, cAMP TR-FRET, antagonist mode; further: on the % scale 0 is the no-effect control and ±100 the full control effect; nearly all actives have a fitted effect of over 50% in size; many of its hits are not listed in these tables
Target sequence (Q6W5P4 whole entry, looked up): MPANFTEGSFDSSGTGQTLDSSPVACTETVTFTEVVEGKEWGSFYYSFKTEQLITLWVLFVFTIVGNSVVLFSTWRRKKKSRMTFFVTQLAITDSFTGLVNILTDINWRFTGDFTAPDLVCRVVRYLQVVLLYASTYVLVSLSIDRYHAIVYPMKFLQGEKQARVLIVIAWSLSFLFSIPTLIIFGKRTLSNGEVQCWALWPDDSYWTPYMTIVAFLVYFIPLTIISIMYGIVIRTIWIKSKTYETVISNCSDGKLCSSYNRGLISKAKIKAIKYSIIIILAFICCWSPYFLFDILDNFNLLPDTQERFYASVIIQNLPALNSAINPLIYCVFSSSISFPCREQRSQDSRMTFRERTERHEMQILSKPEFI
ALDH1A1 inh = inhibitors of human aldehyde dehydrogenase 1A1; actives 7.3% (n = 220,000); P00352; Purified ALDH1A1, NADH fluorescence, propionaldehyde substrate; Potency, µM (series often up to 75.3 µM), inactives show top-dose activity, negative = inhibition, usual class: inhibitors; AID 1030; active means well fitted inhibition curve with a large enough effect, not every such curve was filed as active; inconclusive means small, poorly fitted or top-dose-only effect, or another doubt; inactive means no such curve, though single readings can be large or run the other way;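 further: plate controls were no enzyme wells and a reference inhibitor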
Target sequence (P00352 whole entry, looked up): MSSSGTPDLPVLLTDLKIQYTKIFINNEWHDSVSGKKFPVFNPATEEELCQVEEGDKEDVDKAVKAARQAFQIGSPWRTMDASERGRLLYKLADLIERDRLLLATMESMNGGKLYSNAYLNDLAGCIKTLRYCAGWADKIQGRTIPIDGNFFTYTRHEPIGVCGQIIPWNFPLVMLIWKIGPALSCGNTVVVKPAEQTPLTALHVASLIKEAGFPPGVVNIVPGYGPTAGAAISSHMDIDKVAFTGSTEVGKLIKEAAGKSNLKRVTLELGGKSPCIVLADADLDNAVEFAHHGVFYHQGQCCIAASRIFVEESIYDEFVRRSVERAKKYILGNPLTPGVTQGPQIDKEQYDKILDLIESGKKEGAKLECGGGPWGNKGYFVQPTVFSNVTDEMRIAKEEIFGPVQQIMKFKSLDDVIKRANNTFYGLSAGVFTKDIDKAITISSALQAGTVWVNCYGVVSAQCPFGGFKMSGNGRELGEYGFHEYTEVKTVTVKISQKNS
Epigenetic derep = epigenetic control regulation, reporter derepression | murine LDR cells, GFP reporter derepression, 30 h | Potency, µM (titrated, usually from 53.9 µM), for inactives: at the highest dose GFP activation, most hits filed as activators | actives 0.2% (n = 280,000); further: % of control where 0% means no effect; nearly all actives have a fitted effect of over 60% in size
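Reporter derepression read as number of fluorescent GFP-positive objects, 20-120 um in size, counted by laser-scanning cytometer. Mouse LDR line with an epigenetically silenced CMV-GFP locus; compound incubation 30 h, 37 C.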
GAA spleen mod = lysosomal alpha-glucosidase (human) modulation | human spleen homogenate, 4-MU-alpha-glucoside fluorescence | actives 0.006% (n = 240,000) | Potency, µM (titrated, usually from 79.9 µM), without a hit: at the top dose activity change, negative = inhibition, actives largely listed as inhibitors;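 further: 0% = enzyme with vehicle and -100% = no enzyme basal signal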
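Human spleen homogenate (1 ug) incubated with compounds and 1 mM 4-methylumbelliferyl-alpha-D-glucopyranoside in pH 5.0 citrate/phosphate buffer, 37 C, 40 min. Stopped at pH 10; 4-MU fluorescence (Ex 365/Em 440 nm); AC50 by Hill fit.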
Tau fluor cs = counter-screen for tau fibril formation inhibitors. tau K18 P301L Alexa594 fluorescence, heparin fibrillization. actives 0.93% (n = 280,000). Potency, µM (top dose mostly 57.7 µM), inactives show at the highest dose activity change, negative = decrease. AID 1463; further: on the % scale 0 is the no-effect control and ±100 the full control effect; nearly all actives have a fitted effect of over 55% in size
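Human tau K18 P301L (15 uM unlabeled, 0.24 uM Alexa 594-labeled) in 100 mM sodium acetate pH 7 with 20 uM heparin, 6 hr at 37 C. ThT 30 uM added, 1 hr ambient; Alexa 594 FP and total fluorescence read at 555/632 nm.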
GAA inh = blocks human lysosomal alpha-glucosidase; purified human GAA, 4-MU-alpha-glucoside fluorescence; Potency, µM (series often up to 76.9 µM), without a hit: at the highest dose activity change, negative = inhibition, usual class: inhibitors; actives 0.005% (n = 200,000); AID 1466;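 further: plate controls were uninhibited enzyme wells for no effect and no-enzyme background for full effect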
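AC50 values come from Hill fits of compound titrations (up to 77 uM) against 4 nM human enzyme. Substrate 4-methylumbelliferyl-alpha-D-pyranoside at 400 uM, pH 5.0 citrate buffer, 20 min room temperature; fluorescence Ex 365/Em 440 after alkaline stop.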
Active calls of the source: *; ? = inconclusive; · = no result given; [ ] = remark or other dose. Unless noted, the call rests on the fitted dose curve; in most records, active means well fitted curve in the direction sought with a large enough effect; inconclusive means small, poorly fitted or top-dose-only effect, or another doubt; inactive means no such curve, though single readings can be large; an effect the other way counts as inactive or inconclusive. Potency means the concentration at half of the fitted maximal effect. An excerpt (hit frequency here may not be typical).

SMILES | GLA spleen mod | GAA glycogen mod | NPSR antag | ALDH1A1 inh | Epigenetic derep | GAA spleen mod | Tau fluor cs | GAA inh
CCOC(=O)c1ccc(NC(=O)CN2C(=O)CNC2=O)cc1 | -4% | -3% | 2% | ? | -1.0% | -3% | 1% | 7%
Cc1cccc(C)c1NC(=O)COC(=O)CCC(=O)c1cccs1 | 6% | 1% | 18% | -2% | -5.1% | -1% | -8% | -5%
CCN(CC)S(=O)(=O)c1ccc(C)c(NC(=O)/C=C/c2cccs2)c1 | -3% | 2% | -17% | 0.71µM* | -1.3% | 7% | -22% | 0%
CC(C)Cc1cc(C(=O)Nc2cccnc2)no1 | 14% | -18% | -6%[46.1 µM] | ? | -4.2% | -6% | -5% | -2%
CCOC(=O)c1ccc(NC(=O)CN2C(=O)CSC(C)C2=O)cc1 (stereo unspecified) | 5% | 1% | 9% | -6% | 1.5% | 7% | -6% | -2%
CCOc1ccc2cc(S(=O)(=O)N3CCN(C)CC3)ccc2c1 | -5% | -11% | -5%[46.1 µM] | -1% | 0.0% | 3% | 1% | 1%
CCCc1nc2scc(-c3ccccc3)c2c(=O)n1N | -2% | 0% | 1%[46.1 µM] | -6% | 0.9% | -2% | 7% | -11%
COc1ccc(NC(=O)Cn2c(=O)n(CC(=O)NCc3ccco3)c(=O)c3ccccc32)cc1 | 10% | 3% | -8%[46.1 µM] | 5% | -1.3% | -9% | -19% | 1%
CCN1C(=O)OC2(CCCCC2)C1(C)O (stereo unspecified) | 0% | -1% | -7%[46.1 µM] | -6% | -0.9% | 1% | 10% | -7%
CCOc1ccc(NC(=O)CCN2CCN(S(=O)(=O)c3cc(Cl)ccc3OC)CC2)cc1 | 5% | 1% | -10%[46.1 µM] | -4% | 0.0% | 2% | -12% | ?
CCc1cccc(NC(=O)CCCSc2nc3ccccc3[nH]2)c1 | -1% | -3% | 17% | 12% | -1.9% | -1% | -25% | 3%
COc1ccc(NCc2n[nH]c(=O)c3ccccc23)cc1 | -2% | ? | -11%[46.1 µM] | -10% | 0.7% | -1% | -21% | 1%
COc1ccc(OC)c(S(=O)(=O)N(C)CC(=O)Nc2ccccc2OC)c1 | -2% | 12% | -25%[46.1 µM] | -1% | 0.0% | -7% | -5% | 0%
Cc1onc(-c2c(F)cccc2Cl)c1C(=O)NC1CCSC1=O (stereo unspecified) | -4% | -5% | -8%[46.1 µM] | 2% | -1.2% | 2% | -3% | 8%
COc1cc(OC)cc(C(=O)N[C@H](C(=O)NCc2cccs2)C(C)C)c1 | -3% | -5% | -10% | -1% | 1.1% | 3% | -10% | 11%
CN(C)c1ccc(/C=N/NC(=O)c2ccc(Cl)cc2)cc1 | -13% | 0% | -10%[46.1 µM] | ? | 2.9% | -4% | -19% | 6%
CCOc1ccc(NC(=O)c2cc(Cl)nc3ccccc23)cc1 | 6% | 7% | -3% | · | 0.0% | 1% | -17% | ·
CN1CCc2c1nc1ccccc1c2N=C1CCCN1Cc1ccccc1 | -11% | -4% | -5% | ? | 7.3% | -3% | 0% | 3%
C[C@@H]1C=C(C(=O)N2CCOCC2)O[C@H](OCc2ccc(CO)cc2)C1 | 3% | 6% | -6% | -5% | -0.8% | -4% | -2% | ·
CC(C(=O)NCCC1=CCCCC1)N1C(=O)c2ccccc2C1=O (stereo unspecified) | -11% | 4% | -8%[46.1 µM] | -15% | -1.3% | -17% | -7% | 2%
S=C(Nc1ccc2c(c1)OCO2)N1CCCC1 | 1% | -11% | 2% | -15% | -0.3% | 1% | -5% | 9%
CC/C(O)=C1\C(=O)CCCC1=NCCc1nc2ccccc2[nH]1 | -9% | 5% | 10% | -1% | 0.2% | -3% | 3% | 1%
CN(C)S(=O)(=O)Oc1cccc(C(=O)Nc2ccc([N+](=O)[O-])cc2)c1 | 5% | -1% | -8% | 4.5µM* | 2.5% | · | -26% | -13%
CCNCc1ccccc1OCc1ccccc1 | -3% | 7% | 5% | 3% | 4.2% | 3% | 3% | ?
CC(c1ccco1)N(C(=O)c1ccc(F)cc1)c1ccccn1 (stereo unspecified) | 1% | 5% | 7% | ? | -3.4% | 0% | 2% | -6%
CC1CN(S(=O)(=O)c2ccc(C(=O)Nc3sccc3C(N)=O)cc2)CC(C)O1 (stereo unspecified) | -12% | 7% | -58% | ? | 1.1% | 1% | -17% | 1%
CC(C)CCN1CCN(Cc2nc3c(s2)CCCC3)CC1CCO (stereo unspecified) | 1% | -14% | -1% | -7% | 6.6% | -6% | 1% | 0%
CCCC(=O)Nc1nnc(CC(=O)OCC)s1 | 7% | 2% | -5%[46.1 µM] | 1% | -1.1% | 2% | -3% | -4%
CCOC(=O)c1oc2ccccc2c1NC(=O)C(C)(C)C | 8% | -3% | -2% | -11% | -0.2% | · | -6% | -8%
COc1ccc(Cl)cc1NC(=S)NCc1ccc(S(N)(=O)=O)cc1 | 5% | 4% | -15% | 17% | -1.9% | 0% | -11% | 1%

The closing four records of the section above open the next one.
SMILES | GLA spleen mod | GAA glycogen mod | NPSR antag | ALDH1A1 inh | Epigenetic derep | GAA spleen mod | Tau fluor cs | GAA inh
CC(C)CCN1CCN(Cc2nc3c(s2)CCCC3)CC1CCO (stereo unspecified) | 1% | -14% | -1% | -7% | 6.6% | -6% | 1% | 0%
CCCC(=O)Nc1nnc(CC(=O)OCC)s1 | 7% | 2% | -5%[46.1 µM] | 1% | -1.1% | 2% | -3% | -4%
CCOC(=O)c1oc2ccccc2c1NC(=O)C(C)(C)C | 8% | -3% | -2% | -11% | -0.2% | · | -6% | -8%
COc1ccc(Cl)cc1NC(=S)NCc1ccc(S(N)(=O)=O)cc1 | 5% | 4% | -15% | 17% | -1.9% | 0% | -11% | 1%
CC1=CC(C)(C)N(C(=O)CNC2CCCCC2)c2cc(C)ccc21 | 11% | -7% | 16% | -12% | 0.0% | 15% | -11% | -13%
C=C(C)C1CC=C(C)/C(=N/NC(=O)CCCNc2cccc(C)c2)C1 (stereo unspecified) | -4% | -29% | -11% | -7% | -1.0% | 4% | -19% | 7%
CC(Sc1nncs1)C(=O)Nc1ccc(Cl)cn1 (stereo unspecified) | -5% | 7% | 8% | 3% | -1.1% | -2% | -3% | 12%
O=C(CN1C(=O)CSC1=O)NCc1ccccc1 | -8% | 2% | -7%[46.1 µM] | 1% | -1.1% | -2% | -7% | 1%
CCCCCC(=O)NNC(=O)Nc1ccccc1 | 6% | -12% | 26% | 10% | 1.0% | 8% | -1% | -9%
CC(=O)N/N=C(\C)CC(=O)Nc1cccc2c1CCCC2 | 8% | 1% | 10% | -2% | 4.5% | 7% | 1% | 10%
Cc1sc(N)nc1-c1ccccc1 | 6% | -2% | 14% | -3% | ? | · | -5% | 5%
CCOP(=O)(OCC)C(O)c1cc(OC)c(OC)c(OC)c1 (stereo unspecified) | -11% | 15% | -14% | 1% | -1.0% | -1% | 4% | 0%
O=C(OC(C(=O)NC1CCCC1)c1cccnc1)C1=Cc2ccccc2OC1 (stereo unspecified) | 5% | 3% | -20%[46.1 µM] | ? | -0.4% | 0% | -4% | 0%
Cn1c(-c2ccccn2)[n+](C)c2ccccc21 | -4% | 6% | -1% | -14% | -1.1% | -3% | -5% | 3%
CC(C(=O)OCC(=O)c1c(N)n(C)c(=O)n(C)c1=O)N1C(=O)c2ccccc2C1=O (stereo unspecified) | -22% | 4% | 11% | 0% | 0.0% | -2% | 5% | 1%
CC1(C)CC(=O)c2sc(NC(=O)c3ccccc3)nc2C1 | -19% | -3% | -20% | 2.8µM* | -2.4% | -1% | 2% | -8%
C#CCOCCOCCOCCNc1nc(N2CCOCC2)nc(N2CCN(C(=O)[C@H]([C@@H](C)CC)n3cc([C@@H](N)CC(C)C)nn3)CC2)n1 | -1% | 6% | -31% | 0% | 0.4% | 1% | -2% | ·
Cc1ccc(-n2c3c(cc(C(=O)N4CCN(C)CC4)c2=O)C(=O)CC(C)(C)C3)cc1 | -3% | -1% | -10%[46.1 µM] | 3% | 0.0% | -5% | -3% | 8%
Cc1[nH]c2ccc(F)cc2c(=O)c1SC(F)(F)C(F)C(F)(F)F (stereo unspecified) | 10% | -15% | -1%[46.1 µM] | -11% | 4.5% | 3% | -14% | 4%
COc1ccc(N(Cc2ccccc2)S(=O)(=O)c2cccc(C(=O)NC3=NCCS3)c2)cc1 | 3% | -3% | -19%[46.1 µM] | ? | -0.1% | -11% | ? | -2%
CCN(CC)CCN1C(=O)C(O)=C(C(=O)c2cc3cccc(OC)c3o2)C1c1cccs1 (stereo unspecified) | -3% | 15% | 30% | -4% | 0.4% | -4% | -15% | -1%
CNC(=S)N(Cc1ccc2c(c1)OCO2)C1CC(=O)N(c2ccccc2)C1=O (stereo unspecified) | 10% | -10% | 11% | -2% | -1.8% | -8% | -1% | -2%
CCCn1c(-c2ccc(F)cc2)nc2c(N3CCN(Cc4nc(OC)cc(OC)n4)CC3)nc(C)nc21 | -3% | · | · | -14% | 1.1% | 7% | -7% | ·
COc1nc(NCc2ccco2)nc(NC2CCCCC2)n1 | -7% | 0% | -4%[46.1 µM] | ? | 5.9% | -15% | -5% | 0%
CCN(CC)C(=O)Oc1ccc(Br)cc1C(=O)Nc1ccc(F)cc1F | -10% | 7% | 16% | 2% | 6.4% | -15% | -10% | 0%
CCCc1cc2c(=O)c(-c3ccc4c(c3)OCCO4)c(C)oc2cc1OS(C)(=O)=O | 3% | -5% | ? | 0.35µM* | 4.5% | -5% | -24% | -3%
COc1ccc(C(C)=O)c2c(O)cccc12 | 7% | 40µM* | 3%[46.1 µM] | 1% | 7.2% | 9% | -14% | 0%
O=C(CSc1cn(Cc2cccc(F)c2)c2ccccc12)NCc1ccc(F)cc1 | -7% | 10% | -18% | -6% | -2.7% | -4% | -10% | -2%
Cc1cccc(C(=O)NCCN(C)C)c1 | 0% | 0% | -4%[46.1 µM] | 3% | -3.3% | -17% | -4% | 3%
CN(C)S(=O)(=O)Oc1ccsc1C(=O)Nc1ccc(Cl)cc1 | 0% | -13% | -13%[46.1 µM] | 7% | 1.5% | -7% | -26% | -4%
Clc1cc2nc3ccccn3c2cc1Cl | ? | 5% | 10%[46.1 µM] | ? | -2.5% | 2% | -10% | ?
